APP 5UTR inh = APP translation inhibition; SH-SY5Y APP 5'UTR-luciferase reporter, luminescence; inhibition, % at 2 µM; hit rate 0.82% among 190,000;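 active means inhibition above a set limit, derived from the sample mean plus 3 SD, cut at about 45% in these data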; further: values of inactives mirror those of a sister screen read the other way
Diaphorase inh = diaphorase inhibition or chemical oxidation counter-screen. AID 1217. inhibition, % at 20 µM. hit rate 0.69% among 190,000. diaphorase resazurin-to-resorufin fluorescence, NADH, 16 min; bacterial (C. kluyveri) enzyme, not human;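 active means primary screen inhibition at 20 µM above a set limit, cut at about 50% in these data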;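 further: plate controls were DMSO with full reaction for no effect and wells lacking NADH for full effect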
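Detection: fluorescence of resorufin formed from resazurin, Ex 544/Em 590 nm; test system: Clostridium kluyveri diaphorase enzyme; amount: 0.14 U/mL diaphorase, enzyme working solution; times: 16-min room-temperature incubation before reading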
STAT3 inh = STAT3 signaling inhibition; U3A cells, IL-6 STAT3-luciferase reporter, luminescence; host cell line lacks STAT1; inhibition, % at 5.5 µM; hit rate 0.89% among 190,000;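 active means inhibition above the mean inhibition across all screened compounds plus 3 SD, cut at about 44% in these data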;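 further: 0% = DMSO only wells and 100% = 100 µM nifuroxazide control wells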
Diaphorase act = counter-screen for diaphorase-based assays: diaphorase activators and chemical reducers. activation factor at 20 µM. AID 1229. Diaphorase/resazurin coupled assay, resorufin fluorescence, 16 min; hits give high values; 1 = vehicle wells, 0 = NADH-free wells. hit rate 0.005% among 190,000;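 active means diaphorase activity raised at least twofold by the compound at 20 µM; inactive means activation factor below 2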
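Measured by – red resorufin fluorescence at 544/590 nm excitation/emission · Test system – Clostridium kluyveri diaphorase, purified enzyme · Incubation – reaction time 16 min, room temperature · Buffer or medium – 50 mM HEPES pH 7.4 with 4.542 mM MgCl2, 0.005% Tween 20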
STAT1 inh = STAT1 signaling inhibition; NIH 3T3 STAT1-luciferase reporter, IFN-gamma, luminescence; inhibition, % at 5.5 µM; hit rate 0.35% among 200,000;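 active means inhibition above a set limit, the mean inhibition across all tested compounds plus 3 SD, cut at about 34% in these data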;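 further: 0% = IFN-gamma with DMSO and 100% = IFN-gamma with 300 µM nifuroxazide; values of inactives mirror those of a sister screen read the other way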
STAT1 act = activators of IFN-gamma induced STAT1 signaling; NIH 3T3 STAT1-luciferase reporter, luminescence; 100% = IFN-gamma alone, no compound; activation (% of control), % at 5.5 µM; hit rate 2.6% among 200,000; AID 932;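 active means activation above the screen-wide mean activation plus 3 SD, cut at about 130% in these data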;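 further: raw ratio to IFN-gamma control signal so 100% means no change and 0% no light; values of inactives mirror those of a sister screen read the other way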
G6PDH CS = L. mesenteroides G6PDH inhibition counter-screen | inhibition, % at 5 µM | Purified L. mesenteroides G6PDH, diaphorase/resazurin coupled fluorescence, 45 min | AID 1020 | hit rate 0.12% among 200,000; in the data active means inhibition above about 50%
TLR4 MyD88 comp = blocks binding of human TLR4 to MyD88; O00206+Q99836; HeLa CL3-4 TLR4/MyD88 BLA complementation, FRET ratio; inhibition, % at 8.4 µM; hit rate 0.18% among 200,000; AID 861; in the data active means inhibition above about 25%;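 further: 0% = vehicle and 100% = reference inhibitor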
Target sequence (O00206 whole entry, looked up): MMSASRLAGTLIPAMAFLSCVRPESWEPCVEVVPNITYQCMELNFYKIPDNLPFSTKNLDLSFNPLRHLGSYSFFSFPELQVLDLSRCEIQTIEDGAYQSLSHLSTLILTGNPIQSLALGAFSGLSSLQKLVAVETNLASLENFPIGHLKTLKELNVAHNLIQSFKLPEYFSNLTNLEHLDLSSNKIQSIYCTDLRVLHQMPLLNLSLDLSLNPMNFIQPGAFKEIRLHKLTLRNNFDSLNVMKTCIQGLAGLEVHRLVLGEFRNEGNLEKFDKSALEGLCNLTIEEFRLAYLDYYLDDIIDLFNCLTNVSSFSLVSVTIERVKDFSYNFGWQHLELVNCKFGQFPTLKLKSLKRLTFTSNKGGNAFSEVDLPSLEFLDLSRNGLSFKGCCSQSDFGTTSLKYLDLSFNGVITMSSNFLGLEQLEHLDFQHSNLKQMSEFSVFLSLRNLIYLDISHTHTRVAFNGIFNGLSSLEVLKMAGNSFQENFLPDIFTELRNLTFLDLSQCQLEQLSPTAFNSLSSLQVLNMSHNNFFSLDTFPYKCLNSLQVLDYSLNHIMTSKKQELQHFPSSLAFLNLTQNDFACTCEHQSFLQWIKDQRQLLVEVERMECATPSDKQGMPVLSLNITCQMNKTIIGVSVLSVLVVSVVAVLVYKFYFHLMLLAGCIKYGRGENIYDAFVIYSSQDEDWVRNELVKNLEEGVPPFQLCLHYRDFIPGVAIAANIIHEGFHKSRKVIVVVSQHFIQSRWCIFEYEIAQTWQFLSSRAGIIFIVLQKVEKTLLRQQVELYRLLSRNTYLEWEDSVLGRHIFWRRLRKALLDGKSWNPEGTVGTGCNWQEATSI
Target sequence (Q99836 whole entry, looked up): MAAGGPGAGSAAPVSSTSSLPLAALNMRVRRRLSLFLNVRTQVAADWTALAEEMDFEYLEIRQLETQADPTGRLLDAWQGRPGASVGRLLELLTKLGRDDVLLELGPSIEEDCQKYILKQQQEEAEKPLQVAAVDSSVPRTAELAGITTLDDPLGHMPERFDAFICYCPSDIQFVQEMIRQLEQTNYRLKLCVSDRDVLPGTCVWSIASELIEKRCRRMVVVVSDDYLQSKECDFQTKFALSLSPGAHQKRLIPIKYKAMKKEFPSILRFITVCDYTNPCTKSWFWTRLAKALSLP
Hsp70 act = switches on Hsp70 transcription; activation, % at 10 µM; AID 1203; hit rate 0.04% among 200,000; HeLa Hsp70 promoter luciferase reporter, luminescence; scaled: vehicle 0, proteasome-inhibitor control 100%;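 active means activation above the mean across all tested compounds plus 3 SD, cutoff set per campaign, cut at about 5.5% in these data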;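 further: 100% = MG132 at 30 µM as the positive control and 0% = DMSO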
STAT3 act = STAT3 signaling activation | U3A cells, IL-6 STAT3-luciferase reporter, luminescence; 100% = signal with IL-6 EC80 alone | hit rate 0.91% among 190,000 | activation (% of control), % at 5.6 µM;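 active means activation above the screen-wide mean of compound activation plus 3 SD, cut at about 130% in these data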;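 further: 0% = background luminescence of wells with medium and substrate only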
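Material: STAT1-lacking human U3A cells, STAT3 luciferase reporter | Benchmarks: IL-6-only wells as 100% reference | Probe or stimulus: IL-6 (33 ng/mL) | Timing: Compound 1 h, then IL-6 6 h at 37 °C | Detection: Luminescence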
Starred values were filed as active, the others as inactive; nt = no result given.

1) CCOC(=O)C1=C(N)n2c(s/c(=C\c3cccnc3)c2=O)=C(C(=O)OC)C1c1cccnc1 (centres undefined)
2) Cc1cc(C)nc(SCCS(=O)Cc2ccc(Cl)cc2)n1 (centres undefined)
3) CCN1C(=O)C(CC(=O)NCc2ccc(Cl)cc2)N(CC)C1=O (centres undefined)
4) COC(=O)c1ccc(NC(=O)CN2CCN(c3ccccn3)CC2)cc1
5) O=C(c1ccc(C#CC2(O)CCCCC2)cc1)N1CCN(C(c2ccccc2)c2ccccc2)CC1
compound no.,1,2,3,4,5
APP 5UTR inh,1,-6,16,4,4
Diaphorase inh,nt,8,6,-1,24
STAT3 inh,11,4,-1,1,8
Diaphorase act,nt,0.9,0.9,1,0.8
STAT1 inh,7,-2,3,5,1
STAT1 act,94,102,98,95,99
G6PDH CS,nt,3,11,-1,12
TLR4 MyD88 comp,-19,4,-1,-1,-3
Hsp70 act,-0.2,-0.2,-0.1,-0.4,-0.1
STAT3 act,93,100,104,101,100

6) CC1CN(C2CCN(C(=O)c3ccccc3)CC2)CC(C)O1 (centres undefined)
7) CCNC(=S)Nc1ccc(C)c(Cl)c1
8) CC(C)NC(=O)COC(=O)c1ccc(Oc2ccccc2)cc1
9) CCN(CC)S(=O)(=O)c1ccc(S(=O)(=O)N(CC(=O)Nc2ccccc2)Cc2ccco2)cc1
10) CCC(C)(C)NC(=O)CN(C(=O)CCC(=O)Nc1ccccn1)c1ccc(F)c(Cl)c1
compound no.,6,7,8,9,10
APP 5UTR inh,12,-10,17,11,0
Diaphorase inh,13,18,12,20,17
STAT3 inh,4,10,1,10,-4
Diaphorase act,0.9,0.8,0.9,0.8,0.8
STAT1 inh,4,3,-5,6,4
STAT1 act,97,98,105,94,96
G6PDH CS,1,1,4,-2,0
TLR4 MyD88 comp,11,8,-4,-8,7
Hsp70 act,-0.1,-0.2,-0.1,0.1,0.2
STAT3 act,100,94,96,94,101

11) Cc1cccc(C)c1OCC(=O)Nc1cccc(NC(=O)c2ccco2)c1
12) C=CCn1c(-c2csc3c2CCC(C)C3)n[nH]c1=S (centres undefined)
13) O=C(CNC(=S)NC(=O)c1ccc(F)cc1)c1ccccc1
14) CCOC(=O)c1cc(-c2ccc(OC)cc2)n(CCC(=O)NC2CCN(Cc3ccccc3)CC2)c1C
15) CC(C)C(=O)NC(c1ccco1)c1ccc2cccnc2c1O (centres undefined)
compound no.,11,12,13,14,15
APP 5UTR inh,5,-5,-6,0,84*
Diaphorase inh,14,24,17,-2,55*
STAT3 inh,10,6,8,-1,33
Diaphorase act,0.9,0.8,0.8,1,0.5
STAT1 inh,6,-9,-9,-5,3
STAT1 act,95,108,108,105,97
G6PDH CS,8,9,-1,4,21
TLR4 MyD88 comp,-11,0,-16,2,5
Hsp70 act,-0.2,-0.4,-0.1,-0.1,-0.5
STAT3 act,94,97,95,109,77

16) Cc1sc2nc(CSCC(=O)N(C)c3ccccc3)[nH]c(=O)c2c1C
17) CN(c1ccc([N+](=O)[O-])cc1/C=N/NC(=O)COc1ccccc1)C1CCCCC1
18) COc1ccccc1C1/C(=C(/O)c2ccccc2)C(=O)C(=O)N1CCO (centres undefined)
19) CCOc1ccc(C(=O)CCNC(Cc2cnc[nH]2)C(=O)O)cc1 (centres undefined)
20) CCOc1ccc(C(=O)/C=C/Nc2ccc(S(=O)(=O)N=C(N)N)cc2)cc1
compound no.,16,17,18,19,20
APP 5UTR inh,-9,-13,-3,-11,-1
Diaphorase inh,29,12,14,-2,-2
STAT3 inh,-5,-12,7,7,-2
Diaphorase act,0.7,0.9,0.9,1,1
STAT1 inh,8,-10,-6,3,-34
STAT1 act,93,109,105,97,131*
G6PDH CS,-16,6,0,4,-2
TLR4 MyD88 comp,9,-14,-3,-6,2
Hsp70 act,0.0,-0.5,-0.3,-0.4,-0.1
STAT3 act,105,108,96,99,104

21) Cc1cc(C)n2nc(SCN3C(=O)c4ccccc4C3=O)nc2n1
22) COC(=O)CSc1cnc2ccccc2n1
23) Oc1ccccc1-c1nnc(-c2ccc(C(F)(F)F)cc2)o1
24) COc1cc2nc(CN3CCC(Cc4ccccc4)CC3)[nH]c(=O)c2cc1OC
25) O=C(NN=C1CCCCCC1)C(=O)Nc1cccc(Br)c1
compound no.,21,22,23,24,25
APP 5UTR inh,-14,5,-47,5,-1
Diaphorase inh,10,8,-10,-16,12
STAT3 inh,2,-13,-18,5,10
Diaphorase act,0.9,0.9,1.1,1.2,0.9
STAT1 inh,-6,-9,3,7,10
STAT1 act,106,104,97,95,91
G6PDH CS,7,6,3,1,-18
TLR4 MyD88 comp,4,5,-9,4,1
Hsp70 act,-0.3,0.0,0.1,-0.1,-0.3
STAT3 act,105,111,121,100,90

26) O=C(COc1ccccc1)Nc1ccccc1C(=O)NCc1ccco1
27) O=c1c2ccccc2cnn1-c1nc2ccccc2[nH]1
28) Cc1nn(C)c(Oc2ccccc2)c1[N+](=O)[O-]
29) CCC(=O)Nc1ccc(Cl)c(NC(=S)NC(=O)c2ccco2)c1
30) O=C(NCc1ccccc1)C1=C[C@H](C2CCCCC2)C[C@H](OCc2ccc(CO)cc2)O1
compound no.,26,27,28,29,30
APP 5UTR inh,-12,69*,-1,-8,8
Diaphorase inh,18,1,14,20,32
STAT3 inh,-7,107*,-2,13,nt
Diaphorase act,0.8,1,0.9,0.8,0.7
STAT1 inh,-5,94*,16,-3,3
STAT1 act,105,12,85,102,99
G6PDH CS,8,4,4,-14,10
TLR4 MyD88 comp,-5,3,-22,-4,-17
Hsp70 act,0.4,-0.8,-0.3,-0.3,0.1
STAT3 act,111,9,102,91,nt

31) Cc1c(C(=O)N2CCN(c3ccc(F)cc3)CC2)sc2nc(-c3ccccc3)cn12
32) Cc1cc(N2CCCCC2)n2ncc(-c3ccc(Cl)cc3)c2n1
33) CC(C)(CO)NC(=O)CC1C(=O)NCCN1CC(c1ccccc1)c1ccccc1 (centres undefined)
34) NC(=O)C1=C[C@H](C2CCCCC2)C[C@H](OCc2ccc(CO)cc2)O1
35) CCOc1ccc(C(=O)CC(NCc2cccs2)C(=O)O)cc1 (centres undefined)
compound no.,31,32,33,34,35
APP 5UTR inh,-18,-38,-13,-126,-11
Diaphorase inh,19,-6,7,31,-3
STAT3 inh,12,-22,-2,nt,8
Diaphorase act,0.8,1.1,0.9,0.7,1
STAT1 inh,-1,-43,2,-74,12
STAT1 act,101,139*,96,171*,89
G6PDH CS,0,16,13,15,1
TLR4 MyD88 comp,-2,1,6,1,1
Hsp70 act,-0.4,0.0,0.0,0.4,0.1
STAT3 act,94,121,103,nt,101

Profiles as entered above. Order of values: APP 5UTR inh	Diaphorase inh	STAT3 inh	Diaphorase act	STAT1 inh	STAT1 act	G6PDH CS	TLR4 MyD88 comp	Hsp70 act	STAT3 act
NC(=O)C1=C[C@H](C2CCCCC2)C[C@H](OCc2ccc(CO)cc2)O1 is entered as -126	31	nt	0.7	-74	171*	15	1	0.4	nt
Cc1c(C(=O)N2CCN(c3ccc(F)cc3)CC2)sc2nc(-c3ccccc3)cn12 is entered as -18	19	12	0.8	-1	101	0	-2	-0.4	94
CC(C)(CO)NC(=O)CC1C(=O)NCCN1CC(c1ccccc1)c1ccccc1 (centres undefined) is entered as -13	7	-2	0.9	2	96	13	6	0.0	103
CCOc1ccc(C(=O)CC(NCc2cccs2)C(=O)O)cc1 (centres undefined) is entered as -11	-3	8	1	12	89	1	1	0.1	101
Cc1cc(N2CCCCC2)n2ncc(-c3ccc(Cl)cc3)c2n1 is entered as -38	-6	-22	1.1	-43	139*	16	1	0.0	121

Further entries:
36) COc1ccc(CC(=O)NCc2nnc(SCC(=O)c3ccc(OC)cc3)n2C)cc1
37) O=[N+]([O-])c1ccc(CSc2nnc3ccccn23)cc1
38) CC(C)Cn1c2c(c(O)c(C(=O)Nc3nccs3)c1=O)CCCC2
39) Nc1nnnn1CC(=O)OCc1cccc(Br)c1
40) CSc1nc2ccc(NC(=O)C3=NNC(=O)CC3)cc2s1
compound no.,36,37,38,39,40
APP 5UTR inh,5,-28,6,2,1
Diaphorase inh,4,-12,18,1,8
STAT3 inh,5,9,7,2,-40
Diaphorase act,1,1.1,0.8,1,0.9
STAT1 inh,2,5,10,-3,-16
STAT1 act,97,95,91,103,114
G6PDH CS,4,7,2,11,-9
TLR4 MyD88 comp,5,-5,0,-15,-14
Hsp70 act,-0.2,-0.1,-0.3,-0.3,0.3
STAT3 act,99,93,96,104,141*

41) COc1ccc(/C=C/C(=O)N2CCCc3ccccc32)cc1
42) O=C(/C=C/c1ccco1)Nc1ccc(Oc2ccc(Cl)cc2)cc1
43) CCC(C)(C)c1nnc(NC(=O)c2cccc([N+](=O)[O-])c2)s1
44) CN(C)c1ccc(/C=N/NC(=O)c2nonc2N)cc1[N+](=O)[O-]
45) O=C(O)c1cccc(N2C(=O)c3cccnc3C2=O)c1
compound no.,41,42,43,44,45
APP 5UTR inh,3,-1,-15,12,-4
Diaphorase inh,6,17,13,14,11
STAT3 inh,2,16,27,-8,-1
Diaphorase act,0.9,0.8,0.9,0.9,0.9
STAT1 inh,-11,12,-3,-38,5
STAT1 act,110,89,103,133*,98
G6PDH CS,6,7,13,13,-12
TLR4 MyD88 comp,4,-4,3,3,6
Hsp70 act,-0.2,-0.4,-0.1,-0.2,-0.2
STAT3 act,98,87,80,109,101

46) O=C(Cn1cnc2c(nnn2-c2cccc(Cl)c2)c1=O)NCc1ccccc1
47) COc1cc2c(cc1NC(=O)COC(=O)Cn1cnc3ccccc31)oc1ccccc12
48) Cc1cccc(C)c1OCC(=O)Nc1oc(-c2ccccc2)c(-c2ccccc2)c1C#N
49) COc1ccc2cc(CN(CC3CCCO3)C(=O)Nc3ccccc3OC)c(=O)[nH]c2c1 (centres undefined)
50) COc1ccc(NC(=O)c2cn(CCC#N)nc2-c2cccs2)cc1
compound no.,46,47,48,49,50
APP 5UTR inh,-8,-52,-4,19,12
Diaphorase inh,5,13,nt,18,10
STAT3 inh,nt,-21,3,17,-7
Diaphorase act,0.9,0.9,nt,0.8,0.9
STAT1 inh,-2,-21,2,5,-5
STAT1 act,100,119,103,94,105
G6PDH CS,2,-26,nt,12,-6
TLR4 MyD88 comp,-8,5,-9,-5,-1
Hsp70 act,-0.1,-0.1,-0.4,-0.2,-0.2
STAT3 act,nt,124,99,87,109

51) CCOc1ccc(C(=S)N2CCOCC2)cc1OC
52) Cn1c2c(c3ccccc31)CCSC2=O
53) O=C1CC(c2ccccc2Cl)Cc2c1cnn2-c1nc2ccccc2s1 (centres undefined)
54) CCCN=C1NC(=O)C(CC(=O)NCCc2ccc(OC)c(OC)c2)S1 (centres undefined)
compound no.,51,52,53,54
APP 5UTR inh,20,-4,2,75*
Diaphorase inh,9,14,9,8
STAT3 inh,1,16,3,-5
Diaphorase act,0.9,0.9,0.9,0.9
STAT1 inh,1,1,3,-3
STAT1 act,97,99,98,102
G6PDH CS,9,0,-13,10
TLR4 MyD88 comp,7,4,1,-9
Hsp70 act,-0.3,-0.1,0.2,-0.3
STAT3 act,102,89,100,109

High-throughput results as filed in PubChem BioAssay.
